Source: PubChem BioAssay
Wee1 degr inh = human Wee1 degradation inhibition, primary screen; P30291; AID 1321; 220,000 tested, 1.2% active; reporter increase, % at 5 µM; HeLa Luc-Wee1K328M stability, luciferase luminescence; 100% = proteasome inhibitor MG132 effect;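 active = activation above the mean of all tested compounds plus 3 SD, set per screening run, cut at about 8.8% in these data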;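 also: cells exposed to compound for 20 h before luminescence read; 0% = DMSO alone and 100% = MG132 at 30 µM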
S1P4 agonist = agonists of human S1P4 receptor | activation, % at 4.98 µM | O95977 | 220,000 tested, 0.35% active | S1P4-expressing cell line, agonist reporter assay; in the data active = activation above about 11%;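 also: 0% = DMSO vehicle and 100% = reference agonist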
Ba/F3 V617F tox = lowers viability of Ba/F3 cells expressing EpoR and JAK2V617F. inhibition, % at 5.6 µM. ATP luminescence. 220,000 tested, 1.1% active. AID 1446;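 active = inhibition above the campaign mean plus 3 SD over all tested compounds, cut at about 24% in these data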;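 also: cytokine-independent growth of Ba/F3 cells driven by EpoR plus mutant JAK2; 0% = DMSO-treated cells and 100% = JAK inhibitor I control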
PERK inhibitor = human PERK inhibition, primary cell-based screen; 220,000 tested, 0.17% active; Q9NZJ5; inhibition, % at 5.6 µM; CHO PERK-DD fusion, SEAP luminescence translation reporter; AID 1416;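 active = inhibition above the mean inhibition of all tested compounds plus 3 SD, set separately per screening campaign, cut at about 2.9% in these data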;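 also: PERK kinase domain activated by AP20187 dimerizer at 100 nM; 0% = DMSO with dimerizer and 100% = rapamycin at 8.4 µM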
Target sequence (Q9NZJ5 whole entry, looked up, the tested form may be a part): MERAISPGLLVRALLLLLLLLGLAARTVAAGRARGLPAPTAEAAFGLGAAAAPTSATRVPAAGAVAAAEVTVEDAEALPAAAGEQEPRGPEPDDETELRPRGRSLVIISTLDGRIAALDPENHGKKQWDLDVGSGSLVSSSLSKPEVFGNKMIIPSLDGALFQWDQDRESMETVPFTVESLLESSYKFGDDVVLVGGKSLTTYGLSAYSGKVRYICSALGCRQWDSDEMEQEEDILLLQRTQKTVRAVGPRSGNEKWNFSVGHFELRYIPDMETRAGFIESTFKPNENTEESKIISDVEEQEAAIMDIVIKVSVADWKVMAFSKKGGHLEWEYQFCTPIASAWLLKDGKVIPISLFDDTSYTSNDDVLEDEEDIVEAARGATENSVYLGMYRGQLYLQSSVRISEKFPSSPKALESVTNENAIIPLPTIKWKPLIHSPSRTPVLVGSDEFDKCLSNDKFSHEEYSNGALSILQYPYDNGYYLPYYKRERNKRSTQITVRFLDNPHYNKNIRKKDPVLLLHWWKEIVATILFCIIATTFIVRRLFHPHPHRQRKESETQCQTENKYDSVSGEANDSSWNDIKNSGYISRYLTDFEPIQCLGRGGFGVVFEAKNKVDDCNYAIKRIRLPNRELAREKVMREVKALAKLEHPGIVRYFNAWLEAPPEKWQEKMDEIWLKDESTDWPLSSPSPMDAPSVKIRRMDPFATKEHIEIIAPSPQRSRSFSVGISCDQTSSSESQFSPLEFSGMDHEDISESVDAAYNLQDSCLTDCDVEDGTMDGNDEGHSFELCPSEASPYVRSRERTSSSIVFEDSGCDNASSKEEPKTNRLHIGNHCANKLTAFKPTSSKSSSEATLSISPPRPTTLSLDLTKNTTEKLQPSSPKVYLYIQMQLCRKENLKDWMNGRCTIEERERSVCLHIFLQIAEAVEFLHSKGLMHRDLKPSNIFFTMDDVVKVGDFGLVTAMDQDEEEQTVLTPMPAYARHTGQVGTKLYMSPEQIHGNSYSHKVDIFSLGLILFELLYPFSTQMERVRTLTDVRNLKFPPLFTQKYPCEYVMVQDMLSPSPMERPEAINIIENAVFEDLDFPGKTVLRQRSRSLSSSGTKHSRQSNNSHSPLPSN
S1P4 antag = antagonists of human S1P4 receptor; O95977; S1P4-expressing cells, antagonist mode, reporter read-out; inhibition, % at 4.98 µM; 220,000 tested, 0.26% active; in the data active = inhibition above about 29%;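 also: 0% = wells stimulated with agonist and 100% = vehicle wells without agonist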
NPY-Y2 PAM-ag = potentiates or activates human NPY-Y2 receptor. AID 1359. cells expressing NPY-Y2, potentiator/agonist read-out. P49146. 220,000 tested, 0.45% active. activation, % at 3.6 µM; in the data active = activation above about 27%;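 also: cells stimulated with NPY near EC25 plus isoproterenol at EC100; 0% = vehicle plus submaximal agonist and 100% = vehicle plus saturating agonist; some results beyond the cut were filed as inactive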
eIF4E-4G inh = inhibitors of eIF4E and eIF4G interaction in translation initiation. P63073+Q04637. TR-FRET eIF4E-eIF4GI(517-606) binding, 2 h. inhibition, % at 21.7 µM. 220,000 tested, 0.37% active. AID 782;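 active = inhibition above about 30%, limit read from the data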;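 also: 0% = full FRET control wells and 100% = background wells lacking eIF4GI fragment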
Mdm2 ligase inh = blocks human Mdm2 ubiquitin ligase activity; Q00987; cell-based MDM2 ubiquitination luciferase reporter, 2 h; 0 = plate control, 100 = twice control, blank-subtracted; signal enhancement, % at 5 µM; 210,000 tested, 0.11% active; AID 1230;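 active = signal enhancement of 30% or more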;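 also: luminescence tracks abundance of the self-degrading MDM2-luciferase fusion protein; higher signal means inhibition of MDM2 E3 ligase activity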
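Material: stable MDM2–luciferase fusion reporter cells / Quantity: 2000 cells/well / Dosing: single 5 µM compound dose, 0.2% final DMSO / Buffer or medium: DMEM / Schedule: 4 h cell settling then 2 h compound exposure, 37 °C / Detection: luminescence with SteadyLite reagent, 15 min at room temperature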
BaF3 parental = parental Ba/F3 viability inhibition as JAK2V617F counter-screen; inhibition, % at 5.6 µM; AID 1486; 220,000 tested, 1.1% active; CellTiter-Glo ATP luminescence;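 active = inhibition above a per-campaign cutoff, the mean inhibition of all tested compounds plus 3 SD, cut at about 27% in these data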;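 also: 0% = DMSO wells and 100% = JAK Inhibitor I control wells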
* = called active by the depositor; . = no result given; [ ] = remark or other dose.

A first look, two compounds:
SMILES | Wee1 degr inh | S1P4 agonist | Ba/F3 V617F tox | PERK inhibitor | S1P4 antag | NPY-Y2 PAM-ag | eIF4E-4G inh | Mdm2 ligase inh | BaF3 parental
CC1CCN(C(=S)c2cccc(O)c2)CC1 | -2 | 1.4 | -1 | -0.6 | 5 | -6 | 0 | 0 | 9
N#C/C(=C1\CCCN1)c1ccc2ccccc2n1 | -2 | 2.5 | -1 | 0.8 | 5 | 2 | 2 | 19 | 4

Main list (from the top)
SMILES | Wee1 degr inh | S1P4 agonist | Ba/F3 V617F tox | PERK inhibitor | S1P4 antag | NPY-Y2 PAM-ag | eIF4E-4G inh | Mdm2 ligase inh | BaF3 parental
CC1CCN(C(=S)c2cccc(O)c2)CC1 | -2 | 1.4 | -1 | -0.6 | 5 | -6 | 0 | 0 | 9
N#C/C(=C1\CCCN1)c1ccc2ccccc2n1 | -2 | 2.5 | -1 | 0.8 | 5 | 2 | 2 | 19 | 4
CCCC(c1nnnn1C1CCCCC1)N1CCN(c2ncccn2)CC1 (stereo not drawn) | 0 | 0.2 | -1 | -0.9 | -2 | -8 | 0 | -7 | 1
C#CCOCCOCCOCCNc1nc(N2CCOCC2)nc(N2CCN(C(=O)[C@H]([C@@H](C)CC)n3cc([C@@H](N)Cc4ccc(O)cc4)nn3)CC2)n1 | -1 | -0.4 | 0 | 0.4 | 6 | 10 | 1 | . | -2
Cc1cc(C)n(-c2nc3c(c(=O)[nH]c(=O)n3C)n2Cc2cccc(Br)c2)n1 | 7 | -0.5 | 1 | -0.4 | -5 | -3 | 7 | -10 | 4
CCc1ccc(N(CC(=O)O)S(=O)(=O)c2c(C)noc2C)cc1 | 0 | -0.1 | 0 | -0.2 | -5 | -16 | -3 | -11 | -1
CN(C)C(C)(C)C#CCCCCC#CC(C)(C)N(C)C | -1 | -2.2 | -2 | 0.4 | -12 | 1 | 4 | 5 | 6
CC(C)(C)n1nnnc1C(c1cccs1)N1CCCc2ccccc21 (stereo not drawn) | -3 | -1.4 | 1 | 0.1 | 1 | 2 | -6 | -3 | -1
CCS(=O)(=O)N1CCCC(C(=O)NCCc2ccccc2)C1 (stereo not drawn) | 3 | -2.6 | 0 | 0.2 | -24 | 0 | -4 | -3 | 3
c1ccc(-c2nc3ccccc3c3nncn23)cc1 | -3 | 0.7 | -2 | -0.9 | -5 | 4 | 0[fluorescence artefact?] | -8 | 11
O=C(COC(=O)/C=C/c1cccs1)NC1CC1 | -2 | 0.6 | 0 | 1.6 | -5 | -7 | -2 | -1 | 7
CC(C)C(=O)Nc1nnc(Cc2ccccc2)s1 | -2 | 0.9 | -2 | -0.1 | -2 | -7 | -8 | -2 | -1
C=CCNC(=S)Nc1ccc(C)c(S(=O)(=O)N2CCCCC2)c1 | 0 | -2.0 | 5 | -0.7 | -7 | 3 | -3 | -7 | 3
Cc1ccccc1NS(=O)(=O)c1ccc(OCC(=O)NCc2ccccn2)cc1 | 2 | -0.7 | 5 | 0.9 | -22 | -5 | 3 | . | 8
Nn1c(SCC(=O)N2CCOCC2)nnc1-c1ccco1 | -1 | -0.5 | -3 | 2.5 | -3 | 1 | 4 | -6 | 2
COc1ccccc1CNC(=O)c1cn(C)c2ccc(S(=O)(=O)N3CCCC3)cc2c1=O | 0 | -1.7 | -2 | 0.3 | 1 | 10 | 10 | 3 | 1
Cc1ccc(S(=O)(=O)Nc2ccc3ncccc3c2)cc1 | 2 | -0.6 | 32* | 1.2 | -1 | 23 | 3[fluorescence artefact?] | -18 | 37*
C=CCn1cc(/C=N/N2C(=O)C3C4C=CC(C4)C3C2=O)c2ccccc21 (stereo not drawn) | -3 | -0.6 | -4 | 1.1 | -6 | 1 | 2 | -18 | 0
O=C(/C=C/c1ccccc1)C1=C(O)C(=O)N(CCO)C1c1cccc([N+](=O)[O-])c1 (stereo not drawn) | -1 | -0.1 | -2 | 0.9 | -12 | 25 | 0 | -7 | -1
CN1CCN(C(=O)c2ccccc2Nc2ccc(SC(F)F)cc2)CC1 | -1 | 1.2 | 4 | -0.3 | -5 | 9 | -3 | -15 | 4

3 compounds from above, ordered by the number in Wee1 degr inh, largest number first.
Compound,Wee1 degr inh
Cc1ccccc1NS(=O)(=O)c1ccc(OCC(=O)NCc2ccccn2)cc1,2
COc1ccccc1CNC(=O)c1cn(C)c2ccc(S(=O)(=O)N3CCCC3)cc2c1=O,0
O=C(/C=C/c1ccccc1)C1=C(O)C(=O)N(CCO)C1c1cccc([N+](=O)[O-])c1 (stereo not drawn),-1

Additional results follow.
SMILES | Wee1 degr inh | S1P4 agonist | Ba/F3 V617F tox | PERK inhibitor | S1P4 antag | NPY-Y2 PAM-ag | eIF4E-4G inh | Mdm2 ligase inh | BaF3 parental
FC(F)(F)c1nnc2sc(-c3ccccn3)nn12 | -4 | -1.7 | -6 | 1.4 | -8 | 9 | 2[fluorescence artefact?] | 12 | -2
NC(=O)c1nsc(C(=O)N(CC(=O)NCc2ccc3c(c2)OCO3)C2CCCC2)c1N | 0 | -4.2 | -4 | -0.2 | -3 | 9 | -4 | -21 | -3
COc1ccccc1C(=O)NNC(=O)C(=O)NC(C)(C)C | -2 | 2.7 | -5 | 0.7 | -4 | 0 | -2 | -7 | 7
S=C(NCc1ccccc1)NC1CCCc2ccccc21 (stereo not drawn) | 0 | 0.2 | -2 | 0.1 | 0 | 8 | -4 | -2 | 2
CCOC(=O)c1cnc(-n2nc(C)cc2C)nc1-n1nc(C)cc1C | -1 | 0.4 | -3 | 0.7 | -8 | -1 | 0[fluorescence artefact?] | -35 | 4
Cc1cc2c(ncn2Cc2ccccc2)c(N)c1C | 0 | 1.3 | -2 | -0.1 | -6 | 3 | 2 | -4 | 2
CC(=O)N/C(=C/c1ccc(OC(F)F)cc1)C(=O)O | -2 | -0.6 | 0 | 0.1 | -15 | 1 | 0 | -5 | 7
Cn1c(N)c(C(=O)CSc2ccccn2)c(=O)n(C)c1=O | 1 | 0.0 | 2 | 0.0 | -14 | -11 | -6 | 3 | 6
COCC(C)NCc1ccc(C)cc1C (stereo not drawn) | 1 | -2.1 | -2 | 0.7 | -32 | -11 | -5 | -18 | 6
O=C(NCCCNC1CCCCC1)c1ccc(/C=N/O)nc1 | 4 | 1.2 | 1 | 1.1 | -5 | 3 | -20 | -22 | 7
CCC(=O)N1CCN(C(=O)CC)C1c1ccccc1 | 5 | -0.1 | 2 | 0.1 | 9 | -2 | 5 | -15 | 5
COC(=O)c1sc(C(C)(C)C)cc1CS(=O)(=O)c1ccccn1 | -1 | -0.3 | -5 | -1.2 | -14 | 14 | 0 | -6 | 2
O=C1C(=O)N(CCN2CCOCC2)C(c2ccccn2)/C1=C(/O)c1ccccc1 (stereo not drawn) | -2 | 0.3 | -1 | 1.0 | 6 | 10 | -4 | -15 | 5
COc1ccc(C(=O)N2CCOC23CCN(c2ncccn2)CC3)cc1 | -3 | -2.2 | 2 | 1.0 | -10 | -3 | 0 | -8 | 4
Cc1cccc(-n2[nH]c3c4c(ccc3c2=O)C(=O)c2ccccc2C4=O)c1 | -3 | -0.4 | 2 | 0.2 | -9 | 0 | 4[fluorescence artefact?] | -14 | -2
c1ccc2c(c1)nc1n2CCS1 | -3 | -0.3 | 6 | 0.1 | 7 | -7 | -10 | -13 | 4
CC(C)N(C(=O)c1ccc(-c2ccccc2F)cc1)C(C)C | 2 | -0.5 | 8 | -1.0 | 27 | -5 | 7 | -10 | 3
CC(NC(=O)c1ccc(Cl)c(Cl)c1)c1ccc(-c2ccccc2)cc1 (stereo not drawn) | -2 | -1.3 | -3 | 1.6 | -7 | -11 | -11 | . | -3
CC(=O)c1cccc(NC(=O)C(C)N2CCc3ccccc3C2)c1 (stereo not drawn) | -2 | 1.0 | 0 | 0.1 | -5 | -4 | -14 | . | -1
Cc1nn(Cc2ccccc2)c(C)c1NC(=O)c1cccs1 | 1 | 1.4 | 3 | -0.7 | -6 | -4 | -1 | -9 | 0
O=C(CCN1C(=O)COc2ccccc21)NCCCN1CCN(c2ccccc2F)CC1 | -2 | -1.6 | 0 | -0.5 | -17 | 3 | -3 | -9 | 4
NC(=O)C1(N2CCCCC2)CCN(C(=O)NC23CC4CC(CC(C4)C2)C3)CC1 | -1 | -3.1 | 0 | 0.5 | 11 | 4 | 3 | -23 | 2
COc1ccc(C2=NOC(C(=O)NCCCn3ccnc3)C2)cc1 (stereo not drawn) | -2 | 0.3 | -2 | -0.1 | -2 | 8 | 6 | -6 | 2
CCOC(=O)CCSCC(=O)Nc1cc(C)on1 | -2 | 1.6 | -1 | -0.6 | -3 | -3 | 1 | -16 | 1
CCN(CC)S(=O)(=O)c1cc(C(=O)Nc2cccnc2)ccc1Cl | 0 | -0.9 | -3 | -1.0 | -14 | 19 | 0 | -2 | 3
COC(=O)N1CC(c2ccccc2)CC1=O (stereo not drawn) | 2 | -0.6 | -3 | 0.7 | -12 | 2 | -2[fluorescence artefact?] | -15 | 1
COC(=O)c1ccccc1NS(=O)(=O)c1ccc2[nH]c(=O)[nH]c2c1 | -2 | -2.5 | -2 | 1.5 | 6 | 2 | -4[fluorescence artefact?] | -3 | 3
CCOc1ccccc1NC(=O)/C(C#N)=C/c1c(C)nn(-c2ccc(F)cc2)c1Cl | -2 | 2.7 | 0 | 0.0 | -24 | -2 | -2 | -3 | 7
O=C(Cn1cc(C(F)(F)F)ccc1=O)Nc1ccccc1 | 3 | 0.0 | 0 | 1.2 | 4 | -14 | 0 | -3 | -2
c1ccc2sc(N3CCN(Cc4nnnn4CC4CCCO4)CC3)nc2c1 (stereo not drawn) | -2 | -1.6 | -5 | -0.5 | -2 | 19 | 5 | 2 | 0

Brought forward from above: 3 compounds, followed by the next part.
SMILES | Wee1 degr inh | S1P4 agonist | Ba/F3 V617F tox | PERK inhibitor | S1P4 antag | NPY-Y2 PAM-ag | eIF4E-4G inh | Mdm2 ligase inh | BaF3 parental
CCOc1ccccc1NC(=O)/C(C#N)=C/c1c(C)nn(-c2ccc(F)cc2)c1Cl | -2 | 2.7 | 0 | 0.0 | -24 | -2 | -2 | -3 | 7
O=C(Cn1cc(C(F)(F)F)ccc1=O)Nc1ccccc1 | 3 | 0.0 | 0 | 1.2 | 4 | -14 | 0 | -3 | -2
c1ccc2sc(N3CCN(Cc4nnnn4CC4CCCO4)CC3)nc2c1 (stereo not drawn) | -2 | -1.6 | -5 | -0.5 | -2 | 19 | 5 | 2 | 0
O=C(NC(=S)Nc1cccc(F)c1)c1cccc([N+](=O)[O-])c1 | -2 | -0.9 | -1 | 1.0 | -6 | 4 | -10 | . | -9
CCN(CC)C(=O)COc1ccc2c(c1)C(=O)CC(C)(C)O2 | 1 | -0.5 | 0 | -0.1 | -12 | 4 | -2 | -3 | 7
Cn1c(CN2CCCC2)nc2cc(NC(=O)Nc3ccccc3)ccc21 | -2 | -0.4 | -4 | 0.4 | -8 | 5 | -1[fluorescence artefact?] | 2 | 4
COc1ccc(CCNC(=O)c2c(C)noc2C)cc1 | 8 | 0.6 | 0 | 0.6 | -29 | -13 | -1 | -9 | 2
CCCCCCCCc1nc(SC(C)C(=O)O)n[nH]1 (stereo not drawn) | 4 | -0.1 | 1 | 0.4 | -21 | -16 | -3 | -2 | 4
CCOc1cc(C)cc2oc(=O)cc(-c3ccccc3)c12 | 1 | 4.4 | 2 | 0.2 | 5 | -15 | -2 | -14 | 8
